SUMO1-SIM PPI – modulators of human SUMO1-mediated protein-protein interactions | P63165 | SUMO1 binding to a labelled peptide, TR-FRET, 1 h | inhibition, % at 20 µM | actives 0.33% (n = 360,000) | AID 602429; in the data active = inhibition above about 37%
Target sequence (P63165 whole entry, looked up): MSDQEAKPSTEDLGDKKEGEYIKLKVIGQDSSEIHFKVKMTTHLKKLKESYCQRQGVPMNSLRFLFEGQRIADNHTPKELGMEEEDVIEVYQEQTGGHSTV
DNMT1 inh – DNMT1 (human) enzyme inhibition. actives 0.83% (n = 360,000). inhibition (reported as % activation of signal), % at 10 µM. DNMT1 molecular beacon, Hinp1I cleavage, fluorescence; in the data active = inhibition above about 50%
NRP1-CendR mod – alters CendR peptide binding to human NRP-1 | AID 602438 | inhibition, % at 25 µM | O14786 | FAM-RPARPAR peptide binding to NRP-1, fluorescence polarization | actives 0.85% (n = 360,000);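 active = inhibition or corrected inhibition above about 18%, plus a signal ratio from 0.5 to 1.5, limit read from the data, passing the limit was not always enough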; note: strong numbers were not always called active
MT1-MMP act inh – blocks activation of human MT1-MMP | GFP/RFP ratio change, % at 20 µM | HT1080 RFP-PRO-GFP cells, GFP/RFP ratio fluorescence, overnight; percent of plate control window, DMSO zero | AID 651647 | actives 0.061% (n = 360,000);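 active = GFP/RFP ratio change of at least 30% with cell ATP level not reduced by more than half and red fluorescence within 50% of control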; note: strong numbers were not always called active
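Material – HT1080 RFP-PRO-GFP cells · Control set – DMSO wells and RFP-L50D-GFP cells · Incubation – overnight cell settling, then overnight compound exposure, 37 °C, 5% CO2 · Compound dosing – single-point 20 µM compound, 1% DMSO · Read-out – GFP/RFP fluorescence ratio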
SKN-1 inh – blocks SKN-1 activity in C. elegans. C. elegans VP596 Pgst-4::GFP/RFP ratio, acrylamide-induced, 24 h. inhibition, % at 21.8 µM. actives 0.49% (n = 360,000). AID 624304;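 active = interference check ratio from 0.5 to 1.5 plus GFP to RFP signal ratio inhibition reaching or exceeding a fixed threshold, cut at about 30% in these data, passing the limit was not always enough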; note: some compounds called inactive have numbers as strong as hits
STEP block – inhibitors of human striatal-enriched phosphatase STEP; recombinant STEP, OMFP fluorogenic substrate, fluorescence; inhibition, % at 20 µM; actives 0.25% (n = 360,000);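 active = inhibition at 20 µM, scaled per plate between control wells, above about 37%, limit read from the data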;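 note: 0% = DMSO with enzyme and substrate and 100% = substrate only without enzyme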
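Measure: Control-normalized % inhibition with plate pattern correction | Test system: STEP phosphatase, cell-free reaction | Medium: pH 6.0 Bis-Tris with DTT and Tween 20 | Technique: Fluorescence, 480/540 nm | Times: Reaction 20 min, ambient temperature | Doses: Single compound dose of 20 µM, 1% DMSO final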
Scp-1 inhibitor – blocks human Scp-1 phosphatase activity | Q9GZU7 | Recombinant Scp1, phosphopeptide, malachite green phosphate absorbance | inhibition, % at 20 µM | actives 0.88% (n = 340,000) | AID 493091;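 active = inhibition above about 50% at 20 µM, limit read from the data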;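 note: plate controls were DMSO wells with enzyme for no effect and wells lacking enzyme for full effect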
Target sequence (Q9GZU7 76-261 limits assumed): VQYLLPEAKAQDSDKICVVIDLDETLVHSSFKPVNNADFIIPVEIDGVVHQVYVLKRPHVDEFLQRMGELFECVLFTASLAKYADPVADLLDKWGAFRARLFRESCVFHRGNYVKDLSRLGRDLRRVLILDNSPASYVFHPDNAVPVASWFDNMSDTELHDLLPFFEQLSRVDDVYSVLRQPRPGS
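Test system: SCP-1 phosphatase catalytic domain, residues 76-261 | Compound dosing: One concentration, 20 µM, with 1.0% DMSO | Schedule: 45 min room-temperature reaction, 5 min colour, 30 min stabiliser | Detection: Absorbance at 630 nm | Read-out basis: % inhibition of SCP-1 phosphate liberation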
Rpn11 inh – Rpn11 (human) deubiquitinase inhibition | human 26S proteasome, Ub4-pepOG fluorescence polarization; 20S core pre-blocked with epoxomicin | actives 0.59% (n = 360,000) | O00487 | calls only at 20 µM;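 active = inhibition at 20 µM, scaled to each plate's controls, above about 33%, limit read from the data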
Target sequence (O00487 whole entry, looked up): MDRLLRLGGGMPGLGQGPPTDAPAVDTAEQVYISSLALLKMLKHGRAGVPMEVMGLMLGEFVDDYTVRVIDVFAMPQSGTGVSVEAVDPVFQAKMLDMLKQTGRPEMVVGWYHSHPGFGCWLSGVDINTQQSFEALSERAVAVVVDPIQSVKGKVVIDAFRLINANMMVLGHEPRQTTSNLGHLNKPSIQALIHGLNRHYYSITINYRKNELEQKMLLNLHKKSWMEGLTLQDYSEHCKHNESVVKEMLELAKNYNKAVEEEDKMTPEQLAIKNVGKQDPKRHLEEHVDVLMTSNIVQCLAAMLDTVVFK
NadD block – NadD (S. aureus) enzyme inhibition; inhibition, % at 20 µM; AID 602399; actives 0.78% (n = 360,000); purified NadD enzyme, colorimetric absorbance read-out; in the data active = inhibition above about 26%; note: some compounds past the cut are filed as inactive
LMPTP block – LMPTP (human) inhibition; P24666; inhibition, % at 20 µM; AID 651560; recombinant LMPTP-A, OMFP fluorogenic substrate, fluorescence intensity; actives 0.22% (n = 360,000);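 active = compounds that cut the enzyme signal by at least half of the control window in the single-dose screen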;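 note: plate controls were DMSO wells with enzyme plus substrate for no effect and substrate without enzyme for full effect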
Target sequence (P24666 whole entry, looked up): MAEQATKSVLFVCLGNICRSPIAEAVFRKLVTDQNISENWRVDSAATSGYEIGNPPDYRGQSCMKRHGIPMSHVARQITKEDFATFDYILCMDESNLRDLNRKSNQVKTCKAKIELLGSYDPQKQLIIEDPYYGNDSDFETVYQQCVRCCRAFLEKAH
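Test system: LMPTP-A, protein tyrosine phosphatase of low molecular weight; Input: 0.625 nM enzyme; Incubation: 50 min dark incubation at room temperature; Signal: endpoint fluorescence intensity from OMFP dephosphorylation; Read-out basis: % inhibition versus control wells.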
* marks the source's active call; other numbers are inactive results; i = inactive; . = not tested or not shown.

SMILES	SUMO1-SIM PPI	DNMT1 inh	NRP1-CendR mod	MT1-MMP act inh	SKN-1 inh	STEP block	Scp-1 inhibitor	Rpn11 inh	NadD block	LMPTP block
CCCn1c(SCC(=O)Nc2ccccc2Cl)nc(O)cc1=O	4	4	-10	-3	3	2	4	i	-5	0.5
CC(C)(C)SC(=O)CC1NS(=O)(=O)OCC1NC(=O)OCC(Cl)(Cl)Cl (stereo not drawn)	5	27	-4	-1	3	4	-5	i	-6	1.0
CCC1(c2ccccc2)NC(=O)N(CC(=O)c2ccc3c(c2)OCO3)C1=O (stereo not drawn)	-3	-2	2	-1	17	2	-5	i	-1	-0.4
CCC(C)NC(=O)CSc1ccc(NC(C)=O)cc1 (stereo not drawn)	0	3	7	4	6	-1	0	i	-6	0.0
CC1(C(=O)NS(=O)(=O)Cc2cccc(Cl)c2)CCN1C(=O)CCc1ccccc1 (stereo not drawn)	2	-4	1	2	-4	0	.	i	-7	-2.1
COc1ccccc1OCCNC(=O)c1ccc(C(C)(C)C)cc1	1	1	-3	6	7	4	-14	i	-1	1.0
Cc1ccc(C(=O)c2c(NC(=O)c3ccccc3)sc(C)c2C)cc1	-4	-5	7	1	8	8	-7	i	-1	3.4
Cc1ccc(NC(=O)NNC(=O)C2CC(c3cccnc3)=NO2)cc1 (stereo not drawn)	-2	2	-6	0	-17	2	0	i	3	0.2
COc1ccc(NC(=O)N2CCN(c3cccc(C(F)(F)F)c3)CC2)cc1OC	3	-5	0	1	4	0	2	i	-4	0.4
CCc1sc(NC(=O)C(C)C)nc1-c1ccccc1	-1	1	10	3	-5	-2	-7	i	-12	-1.3
O=c1c2c([nH]c3ccccc13)CCCCCC2	-3	6	5	-5	1	1	-7	i	2	1.2
COC(=O)C1=C(C)N(c2ccc(OC)c(OC)c2)C(=O)/C1=C\c1ccco1	-1	5	4	2	8	4	10	i	-2	1.2
Cc1cc(CN2CCOCC2)c(O)c(C2(C)CCCCC2)c1	-1	8	8	-3	1	4	-14	i	-1	3.4
Brc1ccc(C2=Nc3ccccc3C(c3ccncc3)=NN2)cc1	2	22	3	-8	6	-1	-14	i	8	0.0
Cc1cccc(NC(=O)c2ccc(S(=O)(=O)N3CCCCC3)cc2)c1	-1	0	17	0	-10	1	-7	i	-10	1.7
O=C1/C(=C\c2cccc(O)c2)SC(=S)N1Cc1ccccc1	-10	-12	0	4	1	-4	-9	i	-6	2.8
O=C(CS(=O)(=O)c1cccc(Cl)c1)Nc1ccccc1Cl	2	0	2	5	1	9	-20	i	-1	-0.7
COc1ccc(-n2cnnc2SCC(=O)N(C)C2CCS(=O)(=O)C2)cc1 (stereo not drawn)	-18	-1	-15	0	8	-4	-2	i	6	2.0
CN(C(=O)CSc1nc(C2CC2)n(-c2ccccc2)n1)C1CCS(=O)(=O)C1 (stereo not drawn)	0	1	-6	3	-13	-2	-1	i	-5	-0.5
O=[N+]([O-])c1cc(Cl)ccc1N1CCN(c2ccccc2O)CC1	-18	-3	4	6	5	-1	-4	i	-5	1.6
C/C(=N\NC(=O)c1ccc(N(C)C)cc1)c1cccnc1	-2	0	3	0	-9	4	-8	i	-8	-1.6
CCOC(=O)c1oc2c(CN3CCN(CCO)CC3)c(O)c(CC)cc2c(=O)c1-c1nc2ccccc2s1	-5	-8	6	-2	9	0	-2	i	-4	-1.6
O=C(CSc1nnc(CNC(=O)c2ccc(F)cc2)o1)NCC1CCCO1 (stereo not drawn)	-1	1	11	1	-1	-1	-8	i	-3	-0.9
C=CCC(O)c1c(-c2ccccc2)nn(C)c1Cl (stereo not drawn)	-2	0	-5	3	0	0	-2	i	-3	-1.0
CCOC(=O)C(C)Sc1nc(=O)n2cccc(C)c2n1 (stereo not drawn)	-2	3	2	1	1	2	-8	i	-2	0.1
O=C(Nc1cccc(C(F)(F)F)c1)Nc1nnc([C@H]2C[C@H](O)[C@@H](CO)O2)s1	5	3	-4	-12	-2	-2	.	i	-1	-1.6
CCOC(=O)C1CCCN(S(=O)(=O)c2ccc(Br)s2)C1 (stereo not drawn)	-4	2	-6	-9	14	0	-10	i	4	0.8
COCc1cc(/C=N\NC(=O)Cc2ccc(OC)cc2)ccc1OC	-3	-2	7	2	5	-1	-13	i	2	-2.6
COc1cc2cc(C#N)c(SCC(=O)N3CCOCC3)nc2cc1OC	4	-1	-7	5	-16	-4	-3	i	-3	0.1
CC(=O)c1ccc(NC(=O)C2CCCN(S(=O)(=O)c3c(C)[nH]c(=O)[nH]c3=O)C2)cc1 (stereo not drawn)	-1	6	7	-7	-6	-2	-5	i	8	0.7
CCc1nc2ccc(C(=O)N(CC)CCN(C)C)cn2c1N(C)CCCc1ccccc1	1	-4	2	1	-1	-2	.	i	-4	-4.0
Cc1noc(C)c1COC(=O)c1ccc2c(c1)OCO2	-1	-1	6	-5	6	4	-12	i	7	0.5
CCCCN1C2=NCCCN2c2cc(C)c(C)cc21	1	0	-10	0	7	2	-6	i	-2	3.1
Cc1ccc(C)c(-n2cc(-c3ccc(Cl)cc3)nc2SCC(=O)NC2CCS(=O)(=O)C2)c1 (stereo not drawn)	4	-4	-8	0	3	0	-1	i	-1	0.7
CCOC(=O)CC1C(=O)NCCN1C(=O)NC1CCCCC1 (stereo not drawn)	1	1	1	3	17	-1	-8	i	5	-0.4
COC(=O)c1ccccc1NC(=O)CSc1n[nH]c(-c2cccnc2)n1	2	2	5	3	-2	2	-6	i	-5	-1.9
CCOC(=O)c1ccc(Nc2ncnc3ccccc23)cc1	1	6	6	0	6	0	9	i	-8	0.0
COc1ccc(CCNC(=O)c2ccc(-c3cccc([N+](=O)[O-])c3)o2)cc1OC	-16	-14	3	2	19	0	1	i	-9	0.8
COC(=O)c1scc(C)c1-n1ccc(C(=O)C(=O)N(C)C)c1	-3	-1	-3	0	2	4	1	i	3	-0.6
CCOc1ccc(N(C)S(=O)(=O)c2ccc3[nH]cc(C(=O)NCC(OC)OC)c(=O)c3c2)cc1	0	-2	-3	5	-4	2	-8	i	-4	-0.5
CCOC(=O)[C@]12CCCC=C1N(Cc1ccc3c(c1)OCO3)C(=O)[C@H](CC(=O)N1CCN(C(=O)c3ccco3)CC1)C2	5	.	2	-3	14	.	.	.	5	-1.6
O=C(CCN1C(=O)c2ccccc2C1=O)Nc1ccc(F)cc1F	-6	2	6	-1	12	9	-9	i	-1	-1.6
CCOC(=O)c1c(S(=O)(=O)NCc2cccs2)c(C)n(C)c1C	1	0	4	4	5	-4	-8	i	-2	-0.4
CCOC(=O)Nc1ccc2nc(Sc3ccc(Cl)cc3)sc2c1	7	-14	-4	1	7	-2	-14	i	-9	1.7
Cc1ccc(NC(=O)COC(=O)c2ccco2)cc1S(=O)(=O)N1CCCCC1	4	2	-10	-1	15	3	.	i	-7	-2.5
O=C(Nc1cc([N+](=O)[O-])c2[nH]c(=O)c3ccccc3c2c1)C(F)(F)F	-21	16	0	7	12	-2	5	i	7	0.9
NC(=O)[C@H]1CC2(CC(c3cccc(NC(=O)[C@H]4CCC(=O)N4)c3)=NO2)CN1C(=O)c1cc([N+](=O)[O-])cc([N+](=O)[O-])c1 (stereo partly drawn)	-29	-4	5	2	19	-4	-3	i	4	-0.6
Cc1cccc(OCCSc2cc(C)nc(N)n2)c1	1	-6	-8	5	-11	0	3	i	-6	2.5
CS(=O)(=O)Nc1nnc(SCC(=O)N(c2ccccc2)c2ccccc2)s1	1	-3	-6	2	-1	-1	6	i	-5	-1.5
COc1ccc(/C(C)=N/OC/C(O)=C(\C#N)c2nc3ccccc3[nH]2)cc1	-2	32	-27	-5	5	0	1	i	17	0.0
CC1(c2nnc(-c3ccncc3)o2)CC(c2cccc(Cl)c2)=NO1 (stereo not drawn)	2	2	13	6	16	3	-2	i	1	-1.1
COc1cc(NC(=O)c2cccc(NC3=NC4CS(=O)(=O)CC4S3)c2)cc(OC)c1OC (stereo not drawn)	4	1	-10	-2	1	-2	-8	i	7	-1.0
CC(C)CCNC(=O)COc1ccc(N(C)S(=O)(=O)c2ccc(F)cc2)cc1	3	-2	5	5	-1	2	6	i	-8	-0.7
Cc1nc2ccccn2c1C(=O)NNC(=O)Nc1cccc(C(F)(F)F)c1	-2	1	12	4	-1	-1	4	i	0	-1.0
CCCC(c1nnnn1Cc1ccc(F)cc1)N1CCN(C2CCCCC2)CC1 (stereo not drawn)	-1	-2	-3	5	6	-1	-6	i	-5	-1.2
COc1cc(NCC2COc3c(ccc(OC)c3OC)C2=O)c([N+](=O)[O-])cc1OC (stereo not drawn)	-43	-7	-1	5	19	3	.	i	2	3.2
C/C=C(\C)C(=O)NCCN1C2=NC[C@H](C(C)C)N2C[C@@H]1Cc1ccc(OC)cc1	-91	-11	0	-1	5	-1	-3	i	-3	-7.4
O=C(c1ccc(NS(=O)(=O)c2cccc([N+](=O)[O-])c2)cc1)N1CCN(C(=O)c2ccco2)CC1	-13	2	-4	2	11	2	-6	i	-4	-2.0
O=C(CNc1ccccc1Cl)c1ccc(Br)cc1	4	1	-2	-2	-7	5	-14	i	3	0.2
COCCn1c(SCC(=O)NN2C(=O)NC(C)(c3ccccc3)C2=O)nnc1-c1ccncc1 (stereo not drawn)	1	3	-5	-1	9	2	0	i	-1	-0.6
CN(C(=O)COC(=O)CNC(=O)C12CC3CC(CC(C3)C1)C2)C1CCS(=O)(=O)C1 (stereo not drawn)	-3	1	4	7	-2	0	7	i	3	-2.1

Reformatted as labelled records: part of the list above
> CCCC(c1nnnn1Cc1ccc(F)cc1)N1CCN(C2CCCCC2)CC1 (stereo not drawn)
  SUMO1-SIM PPI: -1; DNMT1 inh: -2; NRP1-CendR mod: -3; MT1-MMP act inh: 5; SKN-1 inh: 6; STEP block: -1; Scp-1 inhibitor: -6; Rpn11 inh: i; NadD block: -5; LMPTP block: -1.2
> COc1cc(NCC2COc3c(ccc(OC)c3OC)C2=O)c([N+](=O)[O-])cc1OC (stereo not drawn)
  SUMO1-SIM PPI: -43; DNMT1 inh: -7; NRP1-CendR mod: -1; MT1-MMP act inh: 5; SKN-1 inh: 19; STEP block: 3; Scp-1 inhibitor: .; Rpn11 inh: i; NadD block: 2; LMPTP block: 3.2
> C/C=C(\C)C(=O)NCCN1C2=NC[C@H](C(C)C)N2C[C@@H]1Cc1ccc(OC)cc1
  SUMO1-SIM PPI: -91; DNMT1 inh: -11; NRP1-CendR mod: 0; MT1-MMP act inh: -1; SKN-1 inh: 5; STEP block: -1; Scp-1 inhibitor: -3; Rpn11 inh: i; NadD block: -3; LMPTP block: -7.4
> O=C(c1ccc(NS(=O)(=O)c2cccc([N+](=O)[O-])c2)cc1)N1CCN(C(=O)c2ccco2)CC1
  SUMO1-SIM PPI: -13; DNMT1 inh: 2; NRP1-CendR mod: -4; MT1-MMP act inh: 2; SKN-1 inh: 11; STEP block: 2; Scp-1 inhibitor: -6; Rpn11 inh: i; NadD block: -4; LMPTP block: -2.0

No enrichment for hits. About 3.9% of those tested had a hit in this group.
